Assay outcomes (PubChem)
OX1R antag: antagonists of human orexin 1 receptor. O43613. CHO/OX1R cells, Fluo-8 calcium fluorescence, orexin A. inhibition, % at 5 µM. 0.43% of 330,000 active. AID 434989;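 active means inhibition above its plate's threshold, mean inhibition of all tested compounds on the plate plus 3 SD, cut at about 37% in these data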;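 further: 0% = orexin A challenge wells and 100% = SB-334867-A antagonist wells; not every result past the cut was called active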
Target sequence (O43613 whole entry, looked up): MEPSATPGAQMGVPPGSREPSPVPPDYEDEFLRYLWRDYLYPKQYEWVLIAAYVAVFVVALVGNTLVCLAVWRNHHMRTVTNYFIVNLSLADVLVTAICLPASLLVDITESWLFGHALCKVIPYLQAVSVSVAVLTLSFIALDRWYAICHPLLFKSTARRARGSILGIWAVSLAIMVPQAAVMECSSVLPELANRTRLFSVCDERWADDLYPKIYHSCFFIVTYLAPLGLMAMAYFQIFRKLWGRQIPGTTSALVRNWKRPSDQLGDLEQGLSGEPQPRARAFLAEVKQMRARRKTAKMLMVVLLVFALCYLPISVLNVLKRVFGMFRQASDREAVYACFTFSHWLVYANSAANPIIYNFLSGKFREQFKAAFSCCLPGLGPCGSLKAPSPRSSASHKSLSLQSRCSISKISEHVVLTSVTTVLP
CHT allo act: allosterically activates the human high affinity choline transporter. CHT-expressing cells, membrane potential dye, choline EC20; hits give high values; LV-AA mutant CHT in HEK293 cells. B-score at 10 µM. 0.49% of 310,000 active. AID 488977;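 active means initial fluorescence not abnormally high and integrated response B-score, plate-corrected, over 3 SD above library mean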
Target sequence (Q9GZV3 whole entry, looked up): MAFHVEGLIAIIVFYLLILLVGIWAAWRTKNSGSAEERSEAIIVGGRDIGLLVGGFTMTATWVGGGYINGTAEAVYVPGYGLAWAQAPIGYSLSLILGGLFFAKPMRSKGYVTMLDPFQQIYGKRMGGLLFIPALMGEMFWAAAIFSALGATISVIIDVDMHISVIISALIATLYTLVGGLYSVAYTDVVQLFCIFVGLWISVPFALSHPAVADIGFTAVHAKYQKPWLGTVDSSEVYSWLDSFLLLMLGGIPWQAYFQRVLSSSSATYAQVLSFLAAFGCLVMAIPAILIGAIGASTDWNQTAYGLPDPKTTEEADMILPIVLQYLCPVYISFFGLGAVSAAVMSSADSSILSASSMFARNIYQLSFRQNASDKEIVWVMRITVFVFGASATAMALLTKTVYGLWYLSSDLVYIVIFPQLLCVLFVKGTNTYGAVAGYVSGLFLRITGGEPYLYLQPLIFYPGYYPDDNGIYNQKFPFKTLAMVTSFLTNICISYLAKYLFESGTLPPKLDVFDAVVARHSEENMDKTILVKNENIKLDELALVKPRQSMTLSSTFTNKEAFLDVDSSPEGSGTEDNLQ
An asterisk follows results filed as active; i = inactive; · = no result given.

SMILES	OX1R antag	CHT allo act
CC1CN(C(=O)c2cnn3c(C(F)F)cc(-c4ccccc4)nc23)CC(C)O1 (stereo not given)	-13.7	i
CSc1ccc(CN(C)C(=O)c2cc3ccccc3o2)cc1	-44.9	i
Cc1cc(NC(c2ccc(Cl)cc2)c2ccc3cccnc3c2O)no1 (stereo not given)	14.8	i
CC(Oc1ccccc1)C(=O)Nc1ccc(S(=O)(=O)N2CCOCC2)cc1 (stereo not given)	-4.6	i
CCCCn1c(N)c(N(CC)C(=O)CCNC(=O)NC23CC4CC(CC(C4)C2)C3)c(=O)[nH]c1=O	-3.9	i
CC(=O)c1ccc(NC(=O)c2ccc(NC(=O)CCS(=O)(=O)c3cccs3)cc2)cc1	5.0	i
COc1ccc(N(CC(=O)NC(C)(C)C)S(=O)(=O)c2ccccc2)cc1OC	-25.2	i
CCOC(=O)C(C)Sc1ncnc2nc[nH]c12 (stereo not given)	-7.8	i
CCOC(=O)N1CCN(C(=O)C(=O)NNC(=O)COc2ccc(Cl)c(C)c2)CC1	-11.9	i
O=C(c1ccccc1F)N1CCCC(C(=O)N2CCN(c3ccccc3)CC2)C1 (stereo not given)	-24.2	i
Cc1ccccc1OCc1ccc(C(=O)N2CCOCC2)o1	-9.3	i
O=C1CN(C(=O)COC(=O)CCCOc2ccccc2)c2ccccc2N1	-4.2	i
O=C(Oc1cc(Cl)ccc1Cl)C1=CC=CN2CCS(=O)(=O)N=C12	0.8	·
N#C/C(=N\Nc1ccccc1)C(=N)N1CCCCCC1	-6.5	i
CC(=O)Nc1ccc(N(CC(O)Cn2c3ccccc3c3ccccc32)S(=O)(=O)c2ccc(C)cc2)cc1 (stereo not given)	24.3	i

Two entries from above, set out differently:
Below each SMILES: OX1R antag | CHT allo act
CCOC(=O)N1CCN(C(=O)C(=O)NNC(=O)COc2ccc(Cl)c(C)c2)CC1
 : -11.9 | i
O=C(c1ccccc1F)N1CCCC(C(=O)N2CCN(c3ccccc3)CC2)C1 (stereo not given)
 : -24.2 | i

Next section:
SMILES	OX1R antag	CHT allo act
COC(=O)C(Sc1nc(C)cc(C)c1C#N)c1ccccc1 (stereo not given)	-28.3	i
O=C(NC1CC1)c1c(O)c2ccccc2[nH]c1=O	·	i
O=C(OCCCN=C1NS(=O)(=O)c2ccccc21)c1ccccc1F	-1.3	i
CCCOc1ccc2oc(=O)c3c(c2c1)CCCN3C(=O)CN1CCc2ccccc2C1	-23.3	i
CNC(=O)c1ccc(NC(=O)c2cc(S(=O)(=O)N3CCOCC3)ccc2N2CCCC2)cc1	-14.9	·
CCOC(=O)Cc1csc(NC(=O)c2cccc(N3C(=O)CCC3=O)c2)n1	-13.3	i
Cc1cccc(C)c1NC(=O)CN(C)CC(=O)N1CC(=O)Nc2ccccc21	-3.9	·
O=C(Cc1ccccc1)Nc1cccc(C(=O)N/N=C/c2ccco2)c1	-14.8	i
O=C(O)c1n[nH]c2c1CCCC2	-12.8	i
CCOc1ccc(NS(=O)(=O)c2ccc3c(c2)oc(=O)n3C)cc1	1.8	i
COC(=O)C1=C(NC(=O)c2ccccc2C)CCS1	-35.0	i
CN(C)S(=O)(=O)c1ccc(Cl)c(C(=O)OCC(=O)NC(=O)c2cccn2C)c1	-8.7	i
C=CC[C@H](CC(=O)N(CCO)Cc1ccccc1)C(=O)NC[C@H](OC(=O)[C@@H](CC=C)CC(=O)OC(C)(C)C)c1ccccc1	10.4	·
COc1ccccc1N(C)S(=O)(=O)c1ccc(C(=O)NC(C)(C)C)cc1	-24.6	i
CCCCn1c(N)c(N(CC(C)C)C(=O)CSc2ccc([N+](=O)[O-])cc2)c(=O)[nH]c1=O	-11.3	i

4 structures from above, arranged by number of heavy atoms, rising.
SMILES	OX1R antag	CHT allo act
O=C(O)c1n[nH]c2c1CCCC2	-12.8	i
O=C(NC1CC1)c1c(O)c2ccccc2[nH]c1=O	·	i
CCOc1ccc(NS(=O)(=O)c2ccc3c(c2)oc(=O)n3C)cc1	1.8	i
CNC(=O)c1ccc(NC(=O)c2cc(S(=O)(=O)N3CCOCC3)ccc2N2CCCC2)cc1	-14.9	·

(cont.)
SMILES	OX1R antag	CHT allo act
Cc1ccc(S(=O)(=O)N2CCCC2CNC(=O)C(=O)Nc2ccccc2)cc1 (stereo not given)	-17.9	i
COC(=O)C1=C(C)N(C(C)c2ccccc2)C(=O)/C1=C\c1ccco1 (stereo not given)	-46.5	i
CCn1c(SCc2cccc(F)c2)nc2c(c1=O)SCC2	-11.0	i
CCOc1ccc(NC(=O)Cc2ccccc2)c([N+](=O)[O-])c1	-6.2	i
O=C1Cc2cc(NS(=O)(=O)c3ccc(Cl)cc3)cc3c2N1CCC3	-22.9	i
O=C(NNC(=O)c1ccc(-c2ccccc2)cc1)Nc1ccc(F)cc1F	4.1	i
O=C(N/N=C/C1CC2CCC1C2)c1c[nH]c2ccccc12 (stereo not given)	-4.3	i
O=C1C=CC(=O)N1N(c1ccccc1)c1ccccc1	-13.5	i
CCOc1ccc(NC(=O)NC2CCOC(C)(C)C2)cc1 (stereo not given)	-8.5	i
Nc1cccc2c1C(=O)N(C(=O)/C=C/c1cccc(F)c1)C2=O	-11.2	i
Cc1cccc(CCNc2nc3ccccc3n3nnnc23)c1	-13.8	i
COc1cc(C2c3c(n[nH]c3C)C(=O)N2c2ccc(Br)cc2)ccc1O (stereo not given)	7.4	i
O=C(COc1ccc([N+](=O)[O-])cc1)N1CCN(c2nnc(-c3ccccc3)c3ccccc23)CC1	-10.7	i
O=C(O)c1cccc(N2C(=O)C3CC=C(Cl)CC3C2=O)c1 (stereo not given)	-3.5	i
CCOC(=O)c1nn(-c2ccc(OCC)cc2)c(C)c1C(C)=O	-3.9	i

Structures shown so far with a cyano group, in the order listed:
SMILES	OX1R antag	CHT allo act
N#C/C(=N\Nc1ccccc1)C(=N)N1CCCCCC1	-6.5	i
COC(=O)C(Sc1nc(C)cc(C)c1C#N)c1ccccc1 (stereo not given)	-28.3	i

Nothing new here: 5 of the compounds above.
SMILES	OX1R antag	CHT allo act
COC(=O)C1=C(NC(=O)c2ccccc2C)CCS1	-35.0	i
CN(C)S(=O)(=O)c1ccc(Cl)c(C(=O)OCC(=O)NC(=O)c2cccn2C)c1	-8.7	i
C=CC[C@H](CC(=O)N(CCO)Cc1ccccc1)C(=O)NC[C@H](OC(=O)[C@@H](CC=C)CC(=O)OC(C)(C)C)c1ccccc1	10.4	·
COc1ccccc1N(C)S(=O)(=O)c1ccc(C(=O)NC(C)(C)C)cc1	-24.6	i
CCCCn1c(N)c(N(CC(C)C)C(=O)CSc2ccc([N+](=O)[O-])cc2)c(=O)[nH]c1=O	-11.3	i

(further entries)
SMILES	OX1R antag	CHT allo act
COc1ccc(S(=O)(=O)n2nc(-c3ccc(Cl)cc3)cc2N)cc1OC	-24.7	i
COc1ccc(S(=O)(=O)N2CCN(Cc3ccccc3)CC2)cc1OC	·	i
CCOC(=O)c1cn(CC)c2ccc(S(=O)(=O)N3CCC(C)CC3)cc2c1=O	-16.8	i
COc1cccc(-c2noc(C3CCCN(C(=O)c4ccc(F)cc4F)C3)n2)c1 (stereo not given)	-30.4	i
O=C(COC(=O)c1ccc(Cl)c(S(=O)(=O)N2CCOCC2)c1)Nc1ccc2[nH]c(=O)[nH]c2c1	5.0	·
O=C(N/N=C/c1ccc(OC2CSC2)cc1)c1ccccc1	9.0	i
CCSc1nc(NCCN(C)C)c2c3c(sc2n1)COC(C)(CC)C3 (stereo not given)	-15.0	i
CCOC(=O)c1ccc(NC(=O)CSc2nnc(COc3ccccc3OC)n2C)cc1	-26.9	i
CCCN(C1CCS(=O)(=O)C1)S(=O)(=O)c1ccc(F)cc1 (stereo not given)	-1.1	i
CC(CCc1ccccc1)NC(=O)c1ccc(NC(=O)c2cccc(Br)c2)cc1 (stereo not given)	2.9	i
CSc1ccccc1NC(=O)CN(C)C(=O)/C=C/c1ccccc1	-32.8	·
CCn1c(C(=O)N2CCC(C(=O)NCc3ccc(OC)cc3)CC2)cc2sccc21	-11.5	i
COC(=O)C(CCSC)NC(=O)C(NC(=O)C1CCC(C)CC1)C(C)C (stereo not given)	-9.7	i
CC1(C)OC(C)(C)/C(=C\c2ccccc2[N+](=O)[O-])C1=O	-19.7	i
COc1ccccc1N1CCN(CC(O)COc2ccc(S(=O)(=O)N3CCOCC3)cc2)CC1 (stereo not given)	-0.5	i
CCOc1cc(C(=O)Nc2ccc(S(=O)(=O)Nc3cnc4ccccc4n3)cc2)cc(OCC)c1OCC	-28.2	i
CC(=O)Nc1cccc(NC(=O)c2ccc([N+](=O)[O-])cc2Cl)c1	-9.3	i
Cc1c(NC(=O)CC2CC(C)OC2=O)c(=O)n(-c2ccccc2)n1C (stereo not given)	-2.6	i
COC(=O)C1C(=O)C=C(Nc2ccc(F)cc2F)CC1c1ccc(OC)cc1 (stereo not given)	-23.5	i
COC(=O)[C@@]1(Cc2ccc(OC)cc2)[C@@H]2[C@@H](CC(=O)[C@H]2CC(=O)C(=O)N(C)C)CN1C(=O)c1ccccc1	-23.9	i
CCC(C)[C@H](NC(=O)[C@H](Cc1ccccc1)n1c(=O)[nH]c2ccccc2c1=O)C(=O)N1CCC(C(=O)O)CC1 (stereo not given in full)	-12.6	i
Cc1ccc(-c2ccc(C(=O)Nc3ccccc3)o2)c2ccccc12	-43.3	i
O=C(NCc1ccc2c(c1)OCO2)Nc1cccc2ccccc12	-5.9	i
CCOc1ccc(NC(=O)CSc2nc3c([nH]c4ccccc43)c(=O)n2C)cc1	-15.4	i
O=C(Nc1ccncc1)Nc1cccc(F)c1	·	i
Cc1cc(C(=O)OCC(=O)N2CCCC2)c2ccccc2n1	-21.9	i
C=CCn1c(COc2ccccc2)nnc1SCC(=O)O	4.4	i
CCOC(=O)c1cc2c(ccn2C)n1CC(=O)N1CCN(c2cccc(C(F)(F)F)c2)CC1	-30.2	i
O=C(CSCc1c(Cl)cccc1Cl)Nc1cccnc1	5.4	i
CN(c1ccccn1)c1ncnc2[nH]ncc12	4.6	i
O=C(Nc1cc(S(=O)(=O)N2CCOCC2)ccc1N1CCCC1)C1COc2ccccc2O1 (stereo not given)	-15.6	i
COc1ccc(NC(=O)C/C(C)=N/NC(=O)c2cnccn2)cc1Cl	-24.9	i
COc1ccc(NC(=O)CC2SC(=Nc3ccccc3)NC2=O)c(OC)c1 (stereo not given)	-28.3	i
CCCCCCOc1ccc(N2C(=O)CC(S/C(N)=N/N=C(\C)c3cccs3)C2=O)cc1 (stereo not given)	-13.9	i
COc1ccc(C(=O)Nc2ccc3ccccc3c2)c(OC)c1	-12.9	i
COc1cc2ncnc(NCc3ccc4c(c3)OCO4)c2cc1OC	-17.4	i
COc1cccc(NC(=O)C(Cc2ccccc2)NC(=O)C2CCC(C)CC2)c1 (stereo not given)	-27.6	i
COc1ccc(Nc2nc(Cl)nc(NCCO)n2)cc1	4.8	i
CCOc1ccc(S(=O)(=O)Nc2ccccc2SC)cc1	-12.7	i
CC(=O)c1ccc(OCCCC(=O)NC2=NCCS2)cc1	-16.2	i
CN(C)[C@H]1N(C(=O)c2ccc(Br)cc2)N=C2c3ccccc3S(=O)(=O)N21	-21.8	i
CCOc1ccc(N(C(=O)CNC(=O)c2ccco2)C(C(=O)NC2CCCC2)c2ccco2)cc1 (stereo not given)	-5.1	i
COc1c(C)cc(C(=O)C2CCCN(C(=O)c3cc(C4CC4)[nH]n3)C2)cc1C (stereo not given)	-15.8	i
Cn1c(=O)n(Cc2ccc(F)cc2)c(=O)c2c1nc1n2CCN1Cc1ccco1	-27.4	i
CCC(=O)Nc1ccc(N2CCOCC2)c(S(=O)(=O)Nc2ccc(OC)cc2)c1	-15.3	i
COc1ccc(-n2c(COc3ccc4ccccc4c3)nnc2SCC(=O)NCc2ccco2)cc1	-11.3	i
Cn1c(=O)c2c(ncn2CC(=O)Nc2nc3ccc(F)cc3s2)n(C)c1=O	-22.5	i
CCC(c1nnc(SCC(=O)N2CCOCC2)n1C1CCCCC1)N(C)C (stereo not given)	-5.2	i
COc1cccc(CN2CCN(c3ccc(F)cc3)C2=O)c1	-27.9	i
COc1cccc(CNS(=O)(=O)c2ccc3c(c2)N(C)CCO3)c1	-11.8	i
COc1ccc(NC(=S)NCCc2ccc(F)cc2)c(OC)c1	-5.7	i
CN(C(=O)COC(=O)c1cccc(Cl)c1)C1CCS(=O)(=O)C1 (stereo not given)	-9.4	·
CSCc1ccc(C(=O)NC(C)c2cnn(-c3ccccn3)c2C)o1 (stereo not given)	-14.3	i
CCCCn1c2ccccc2c2nnc(SCC(=O)NC3=NN=C(c4ccccc4)CS3)nc21	-8.9	i
CCOc1ccc(NC(=O)CCn2ccnc2)cc1	4.8	i
COc1c(F)c(F)c(C(=O)O)c(Nc2ccc(C)cc2C)c1F	-0.3	i
Cc1cc(NC(=O)CSc2nnc3ccc(-c4ccc(F)cc4)nn23)no1	-23.9	i
CCCCn1c(=O)n(CC(=O)NCc2ccc(C)cc2)c(=O)c2c1nc(CO)n2CCC	-13.7	i
N#Cc1ccc(Cn2c(=O)oc3ccccc32)cc1	-9.8	i
O=C(CN1CCc2ccccc21)NC(=O)NCc1ccccc1	0.9	i
(listing goes on)
SMILES	OX1R antag	CHT allo act
CCOC(=O)c1ccc(NC(=O)C2(c3ccccc3)CCOCC2)cc1	5.0	i
Cc1ccc2cccc(OCC(=O)N3CCc4ccccc43)c2n1	-15.7	i
Cc1ccc(NC(=O)c2cnn(-c3ccccc3)c2C)c(C)c1	-24.6	i
Cc1ccc(C(=O)C(C)Oc2cccc(NC(=O)c3ccco3)c2)cc1 (stereo not given)	-47.4	i
CCN1CCN(S(=O)(=O)c2ccc(Cl)c(C(=O)N(C)Cc3ccc(F)cc3)c2)CC1	-30.7	i
COc1cccc(C2=CC(=O)C[C@H](c3ccc4c(c3)OCO4)C2)c1	10.5	·
C[n+]1cn(/N=C/c2ccccc2)c2ccccc21	-1.5	6.59*
Cn1cc(C=O)c2cc(F)ccc21	-10.1	i
